# GLA spleen mod: qHTS Assay for Inhibitors and Activators of Human alpha-Galactosidase From Spleen Homogenate; actives 0.008% (n = 240,000); human spleen homogenate, 4MU-alpha-Gal fluorescence, 40 min; AID 2107, 2009; Potency, µM (series often up to 80 µM), inactives show at the highest dose activity change, negative = inhibition, most hits filed as inhibitors; Alpha-galactosidase A (Homo sapiens), P06280;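 further: 0% = enzyme with vehicle and -100% = no enzyme basal signal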
# Target sequence (P06280 32-429 limits assumed): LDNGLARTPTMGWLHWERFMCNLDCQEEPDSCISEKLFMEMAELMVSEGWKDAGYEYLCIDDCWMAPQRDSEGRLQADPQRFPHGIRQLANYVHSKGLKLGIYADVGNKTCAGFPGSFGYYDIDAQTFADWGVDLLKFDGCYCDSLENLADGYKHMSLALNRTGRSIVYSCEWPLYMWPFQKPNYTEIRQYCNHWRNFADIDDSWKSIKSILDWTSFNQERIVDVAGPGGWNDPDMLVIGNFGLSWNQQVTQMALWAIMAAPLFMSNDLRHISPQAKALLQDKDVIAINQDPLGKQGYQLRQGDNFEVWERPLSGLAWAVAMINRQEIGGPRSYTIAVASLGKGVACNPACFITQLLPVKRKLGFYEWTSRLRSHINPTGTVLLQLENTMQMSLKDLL
#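 Spleen homogenate 1 ug + cpd (titration) + 4-MU-alpha-D-galactopyranoside 1 mM; 37C 40 min; 50 mM citrate/phosphate pH 5.0, 0.01% Tween-20; stop pH 10; fluorescence 365/440; AC50 via Hill.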
# Tau fluor cs: Counterscreen qHTS for Inhibitors of Tau Fibril Formation, Fluorescence Polarization; Potency, µM (top dose mostly 57.7 µM), for the others: at the highest dose activity change, negative = decrease; AID 1463, 2008; actives 0.93% (n = 280,000); tau K18 P301L Alexa594 fluorescence, heparin fibrillization; further: nearly all actives have a fitted effect of over 55% in size
#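 Human K18 P301L tau (15 uM unlabeled plus 0.24 uM Alexa 594-labeled, final) in 100 mM sodium acetate pH 7 was mixed with compound and 20 uM heparin and incubated 6 hr at 37 C.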
# Tau fibril ThT: qHTS for Inhibitors of Tau Fibril Formation, Thioflavin T Binding | Microtubule-associated protein tau (Homo sapiens), P10636 | recombinant tau K18 P301L (four-repeat tau fragment), heparin-induced fibrillization, ThT fluorescence | Potency, µM (titrated, usually from 57.4 µM), inactives show top-dose activity, negative = inhibition, usual class: inhibitors | actives 2.1% (n = 270,000) | AID 1460, 2008; further: nearly all actives have a fitted effect of over 55% in size
# Target sequence (P10636 561-689 P618L limits assumed): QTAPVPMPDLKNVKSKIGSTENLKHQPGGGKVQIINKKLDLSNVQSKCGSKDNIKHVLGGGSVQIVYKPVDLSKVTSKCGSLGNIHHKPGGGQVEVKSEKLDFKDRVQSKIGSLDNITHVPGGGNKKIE
#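 Recombinant human tau K18 fragment […] carrying P301L, 15 uM unlabeled plus 0.24 uM Alexa 594-labeled, was fibrillized with 20 uM heparin in 100 mM sodium acetate pH 7 for 6 hr at 37 C; 30 uM ThT fluorescence read after 1 hr.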
# TR SRC2 fluor cs: Total Fluorescence Counterscreen for Inhibitors of the Interaction of Thyroid Hormone Receptor and Steroid Receptor Coregulator 2; Potency, µM (highest dose often 106 µM), inactives show top-dose fluorescence change, negative = quenching; TRb/SRC2 Texas Red total fluorescence interference; AID 1479, 2009; actives 0.29% (n = 280,000); active means well fitted curve in either direction with a large enough effect; inconclusive means small, poorly fitted or top-dose-only effect
#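 Human TRβ ligand-binding domain (0.6 uM) and Texas Red SRC2 peptide (20 nM) in Tris buffer with 1 uM T3 and 5% DMSO were incubated with pinned compound for 5 hr at ambient temperature. Total fluorescence was computed as S + 2P (555/632 nm).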
# L3MBTL1 block: qHTS Assay for the Inhibitors of L3MBTL1. AlphaScreen L3MBTL1–H3K9me1 peptide binding. Potency, µM (highest dose often 57.1 µM), without a hit: at the highest dose activity, negative = inhibition, hits mostly inhibitors. actives 0.66% (n = 230,000). AID 485360, 2010; further: nearly all actives have a fitted effect of over 60% in size
#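 Read-out is AlphaScreen signal from streptavidin donor and nickel chelate acceptor beads (10 ug/mL final each) bridging L3MBTL1 (50 nM) and biotinylated K9-monomethylated H3(1-15) peptide (75 nM), after 30 min compound exposure at room temperature.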
# Tau fibril FP: qHTS for Inhibitors of Tau Fibril Formation, Fluorescence Polarization. Potency, µM (doses to about 57.7 µM), for the others: at the top dose activity, negative = inhibition, actives largely listed as inhibitors. K18 P301L tau heparin fibrillization, Alexa594 FP, 6 h. AID 1468, 2008. Microtubule-associated protein tau (Homo sapiens), P10636. actives 0.39% (n = 280,000); further: nearly all actives have a fitted effect of over 55% in size
#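 Steps: dispense K18 P301L tau (15 uM plus 0.24 uM Alexa 594 tracer, final) in pH 7 sodium acetate; add compound; add heparin (20 uM final); incubate 6 hr, 37 C; add ThT (30 uM final); after 1 hr ambient, read FP.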
# ALDH1A1 inh: qHTS Assay for Inhibitors of Aldehyde Dehydrogenase 1 (ALDH1A1); Aldehyde dehydrogenase 1A1 (Homo sapiens), P00352; Purified ALDH1A1, NADH fluorescence, propionaldehyde substrate; Potency, µM (titrated, usually from 75.3 µM), inactives show top-dose activity, negative = inhibition, hits mostly inhibitors; actives 7.3% (n = 220,000); AID 1030, 2008; active means well fitted inhibition curve with a large enough effect, not every such curve was filed as active; inconclusive means small, poorly fitted or top-dose-only effect, or another doubt; inactive means no such curve, though single readings can be large or run the other way;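 further: plate controls were no enzyme wells and a reference inhibitor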
# Target sequence (P00352 whole entry, looked up): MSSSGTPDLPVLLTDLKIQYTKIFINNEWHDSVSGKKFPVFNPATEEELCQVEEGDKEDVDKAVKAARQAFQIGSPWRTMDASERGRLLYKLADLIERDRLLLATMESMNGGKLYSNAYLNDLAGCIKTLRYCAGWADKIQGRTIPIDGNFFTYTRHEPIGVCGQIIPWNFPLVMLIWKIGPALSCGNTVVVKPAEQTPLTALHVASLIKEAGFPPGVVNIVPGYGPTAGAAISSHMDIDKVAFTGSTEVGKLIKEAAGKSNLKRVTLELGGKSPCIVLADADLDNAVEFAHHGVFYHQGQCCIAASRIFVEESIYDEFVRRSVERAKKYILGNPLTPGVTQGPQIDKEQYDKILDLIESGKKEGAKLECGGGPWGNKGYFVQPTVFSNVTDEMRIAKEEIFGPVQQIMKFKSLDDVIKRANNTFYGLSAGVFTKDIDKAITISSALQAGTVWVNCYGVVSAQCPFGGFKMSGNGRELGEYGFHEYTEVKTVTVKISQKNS
# TRb-SRC2 inh: qHTS for Inhibitors of the Interaction of Thyroid Hormone Receptor and Steroid Receptor Coregulator 2; Thyroid hormone receptor beta (Homo sapiens), P10828; TRbeta-SRC2 peptide binding, fluorescence polarization; receptor liganded with 1 µM T3; Potency, µM (top dose mostly 106 µM), inactives show at the top dose activity change, negative = inhibition, actives largely listed as inhibitors; actives 0.065% (n = 280,000);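 further: plate controls were bound peptide for no effect and peptide without receptor for full effect; nearly all actives have a fitted effect of over 50% in size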
#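 Quantitative HTS by FP: 0.6 uM TRb LBD, 20 nM labeled SRC2 20-mer, 1 uM T3, 5% DMSO; 5 hr ambient incubation; % activity per concentration and potencies from concentration series.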
# * marks the source's active call; other numbers are inactive results; ? = inconclusive; nt = not tested or not shown; & = joins results of further samples; [ ] = dose if it differs, or a comment. Unless noted, the call rests on the fitted dose curve; in most records, active means well fitted curve in the direction sought with a large enough effect; inconclusive means small, poorly fitted or top-dose-only effect, or another doubt; inactive means no such curve, though single readings can be large; an effect the other way counts as inactive or inconclusive. Unless noted, on the % scale 0 is the no-effect control and ±100 the full control effect; potency means the concentration at half of the fitted maximal effect.
SMILES,GLA spleen mod,Tau fluor cs,Tau fibril ThT,TR SRC2 fluor cs,L3MBTL1 block,Tau fibril FP,ALDH1A1 inh,TRb-SRC2 inh
Cc1nc(SCC(=O)NNC(=O)c2cccs2)[nH]c(=O)c1C,-1%,-13%,-19%,-2%,nt,4%,7%,-12%
CC1CCCN(C(=O)CCc2ccccc2)C1 (stereo unspecified),-5%,-2%,-11%,-2%,-8%,-9%,-13%,6%
O=C(CSc1nnc(C2CC2)n1Cc1ccccc1)c1cc2ccccc2o1,-4%,-12%,-18%,-2%,-4%,-8%,?,-6%
COc1ccc(NC(=O)c2sc3nc(C)c(C(=O)Nc4ccc(C)cc4C)c(-c4ccccc4Cl)c3c2N)cc1,nt,?,-12%,-2%,nt,?,nt,-2%
Cc1c(C(=O)NCc2ccccc2Cl)sc2nc3n(c(=O)c12)CCCC3,nt,-26%,?,1%,nt,2%,nt,1%
CCn1c(C)nc2cc(C(=O)N/N=C/c3ccc(OC)cc3)ccc21,-2%,7%,?,1%,12%,2%,-12%,-1%
CCOc1ccccc1C(=O)Nc1ccc(S(=O)(=O)Nc2nc(C)cc(C)n2)cc1,nt,-15%,-16%,-15%,nt,-5%,nt,4%
NC(=O)CSc1nc2ccccc2n1Cc1ccccc1,2%,-9%,-6%,-1%,7%,3%,-12%,3%
Cc1ccc(-n2c(SCC(=O)NCc3ccc4c(c3)OCO4)nnc2-c2cccnc2)c(C)c1,-13%,-5%,-12%,-3%,-4%,5%,?,0%
COc1ccc(-n2c(SC)nc(O)c(Cc3ccccc3)c2=O)cc1,-1%,1%,-2%,-2%,6%,-6%,?,-3%
COC(=O)c1ccc(C)c(NC(=O)c2ccc(Cl)c([N+](=O)[O-])c2)c1,-1%,-13%,-5%,0%,0%,-4%,3%,-7%
CN1C(=O)[C@@H]2[C@@H]3C[C@@H]([C@H]4ON=C(c5ccccc5OCC#N)[C@@H]34)[C@@H]2C1=O,-1%,-7%,?,1%,0%,-2%,14%,-5%
COc1cccc(NC(=O)Nc2nnc(N3CCCCC3C)s2)c1 (stereo unspecified),-2%,13µM*[quencher],?,-1%,-2%,14%,?,10%
Cc1ccccc1NC(=S)Nc1ccc2cn[nH]c2c1,-20%,-12%,?,-3%,-4%,-6%,?,0%
COC(=O)c1c(-c2cccs2)csc1NC(=O)CSc1ncnc2sc(C)c(C)c12,6%,-13%,-22%,-2%,-4%,-7%,?,2%
CCCCN(CC)CCCNC(=O)c1cc2c(=O)[nH]c3ccccc3c2n1C,nt,-11%,-1%,1%,nt,?,nt,2%
C=CCN(CC=C)CC(O)CN(c1cc([N+](=O)[O-])ccc1OC)S(=O)(=O)c1ccccc1 (stereo unspecified),-3%,?,?,-2%,-9%,?,-1%,-4%
COc1cc(CC(NC(C)=O)C(=O)NC2CCN(C(=O)c3cc(OC)c(OC)c(OC)c3)CC2)cc(OC)c1 (stereo unspecified),5%,7%,6%,-6%,1%,2%,?,-6%
CCC1=C(OC(=O)N(CC)CC)N2C(=O)OC(=NCC3CC3)[C@]2(Cc2ccccc2)[C@H]2C1=CC[C@H]1C(=O)N(CC)C(=O)[C@H]12,-1%&-8%,-7%&7%,-16%&-3%,-5%&0%,nt,8%&8%,2%,-2%&4%
COc1ccc(N2CCN(CCNC(=O)CCNS(=O)(=O)c3cccs3)CC2)cc1,-10%,-3%,-18%,2%,-16%,2%,5%,0%
COc1ccc(C(=O)Nc2nnc(S(=O)(=O)N(CC(C)C)c3ccc(C)cc3)s2)cc1OC,nt,-19%,-4%,5%,nt,-7%,nt,-1%
CCOC(=O)CSc1cn2c(n1)CCC2,-3%,1%,-2%,-9%,-21%,-6%,1%,-12%
CCC(C)[C@@H](C(=O)Nc1ccc(OC)c(OC)c1)N1Cc2ccccc2C1=O (stereo partly specified),0%,-16%,-16%,-1%,nt,6%,-1%,-19%
Clc1ccc(-c2nnc3sc(-c4ccco4)nn23)c(Cl)c1,-7%,-8%,-6%,-2%,nt,2%,9%,-4%
COc1cccc2c(=O)cc(C)n(CC(=O)Nc3ccc(Br)cc3)c12,-4%,-18%,?,-5%,0%,-11%,?,-1%
O=C1CCC[C@@H]2CC(Nc3ccc(F)cc3F)C[C@@H]3CCN1[C@H]23 (stereo partly specified),-13%[119 µM],-5%[81.3 µM],-6%[81.4 µM],-5%,9%,-1%[81.3 µM],5%,1%
OC[C@@H]1[C@@H](c2ccc(Cl)cc2)C(c2cccc(Cl)c2)=NN1c1ccccc1,?,11µM*[quencher],?,-6%,148%[activator],?,?,0%
Cc1ccccc1Nc1nnc(-c2ccc(C)c(S(=O)(=O)N3CCOCC3)c2)c2ccccc12,nt,-8%,-5%,3%,nt,-5%,nt,-5%
CCOC(=O)/C=C/C(=O)OCC(=O)Nc1ccc([N+](=O)[O-])cc1,1%,?,?,-2%,nt,-7%,nt,0%
Cc1ccc(S(=O)(=O)N(CC(=O)N/N=C/c2ccccc2C(=O)O)c2cc(Cl)cc(Cl)c2)cc1,-4%,-5%,?,-1%,-8%,4%,4%,9%
CCNc1nc(NCC)nc(N/N=C/c2ccc(N(C)C)cc2)n1,8%,-23%,?,-3%,?,-3%,?,4%
CC(C)c1ccc(-c2nn(-c3ccccc3)cc2C2C(C#N)=C(N)OC3=C2C(=O)CC(C)(C)C3)cc1 (stereo unspecified),-23%,-24%,-15%,2%,-7%,-14%,-7%,6%
CCOC(=O)C(=O)c1c(-c2ccccc2)nc2ccccn12,-7%,-14%,-10%,1%,nt,-11%,?,-5%
O=C(O)c1ccc2c(c1)C1C=CCC1C(c1cc3c(cc1Br)OCO3)N2 (stereo unspecified),-5%,-13%,-8%,-5%,-16%,4%,6%,1%
Cc1ccc(NC(=O)N2CCN(Cc3nc4ccc(C)cc4o3)CC2)c(Cl)c1,nt,-7%,-11%,1%,nt,7%,nt,-8%
O=C(Nc1cccc(S(=O)(=O)N2CCCC2)c1)C1CCCN1C(=O)c1cccs1 (stereo unspecified),1%,-11%,-7%,0%,nt,-2%,nt,0%
CCn1c(=O)c2cc(C(=O)N3CCN(c4cccc(OC)c4)CC3)sc2c2ccccc21,nt,-22%,?,-2%,nt,7%,nt,-1%
CCc1cccc(C)c1NC(=O)COn1nnc2ccc(C(F)(F)F)cc21,-5%,-3%,-4%,9%,8%,7%,-10%,-4%
CCOc1cc(S(=O)(=O)n2ccc(C)n2)ccc1Br,3%,-15%,-4%,-3%,-9%,2%,5%,-1%
COc1ccc(N(CCCN2C(=O)c3cccc4cccc(c34)C2=O)C(=O)c2cccs2)cc1,-4%,-28%,-12%,-3%,1%,8%,-7%,-4%
O=c1cc(CSc2n[nH]c(=O)n2C2CC2)c2ccc(O)cc2o1,-7%,3%,-2%,-4%,8%,3%,nt,0%
O=C(CCS(=O)(=O)c1cccs1)NC1CCCCCC1,7%,0%,-5%,1%,2%,-7%,-2%,-8%
CSc1ccc(CNc2nc3ccccc3n3cnnc23)cc1,0%,-5%,6%,0%,12%,-4%,nt,8%
Cn1nc(C(F)(F)F)c(-c2ccc(Br)cc2)c1NC(=O)c1nccnc1C(=O)O,8%,3%[0.0958 µM],nt,-1%,nt,-1%[0.0958 µM],nt,-5%
COC(=O)c1ccc(CN2C(=O)NC3(CCCCC3C)C2=O)o1 (stereo unspecified),-3%,-2%,1%,-2%,4%,0%,-1%,-2%
COCCn1nnnc1SCC(=O)c1ccccc1,-2%,-8%,-14%,-1%,nt,-3%,?,-5%
O=S(=O)(Nc1ccc(O)cc1)c1cccc2cccnc12,5%,7%,11%,0%,2%,5%,?,4%
Cc1ccc(S(=O)(=O)N(C)c2ccccc2C(=O)NC2CCCC2)cc1,11%,9%,0%,-1%,9%,1%,3%,5%

# Quoted from the results shown, 4 compounds:
SMILES,GLA spleen mod,Tau fluor cs,Tau fibril ThT,TR SRC2 fluor cs,L3MBTL1 block,Tau fibril FP,ALDH1A1 inh,TRb-SRC2 inh
COC(=O)c1ccc(CN2C(=O)NC3(CCCCC3C)C2=O)o1 (stereo unspecified),-3%,-2%,1%,-2%,4%,0%,-1%,-2%
COCCn1nnnc1SCC(=O)c1ccccc1,-2%,-8%,-14%,-1%,nt,-3%,?,-5%
O=S(=O)(Nc1ccc(O)cc1)c1cccc2cccnc12,5%,7%,11%,0%,2%,5%,?,4%
Cc1ccc(S(=O)(=O)N(C)c2ccccc2C(=O)NC2CCCC2)cc1,11%,9%,0%,-1%,9%,1%,3%,5%

# Next part
SMILES,GLA spleen mod,Tau fluor cs,Tau fibril ThT,TR SRC2 fluor cs,L3MBTL1 block,Tau fibril FP,ALDH1A1 inh,TRb-SRC2 inh
CCc1ccc(C(=O)c2cn(CC(=O)Nc3ccc(OC)cc3)c3cc4c(cc3c2=O)OCCO4)cc1,nt,2%,?,0%,nt,?,nt,-6%
Cc1nn(Cc2ccccc2)c(Cl)c1/C=C/C(=O)OCC(=O)N1CCCC1=O,5%,-8%,-6%,1%,nt,3%,?,-6%
C/C(=N/NS(=O)(=O)c1ccc(C)cc1)[C@H]1C[C@@H]1c1ccccc1,-2%,-15%,-12%,-2%,5%,1%,nt,6%
Cc1cc(NC(=O)CSc2nnc(Cc3cccn3C)n2CCc2ccccc2)no1,-4%,-8%,-13%,-3%,-9%,5%,?,-12%
CCOC(=O)C1NN=C(C(=O)c2ccc(C)cc2)C1c1ccc(C)cc1 (stereo unspecified),-4%,-8%,-3%,3%,-9%,?,?,1%
Cc1nc2cc(NC(=O)N3c4ccccc4CC3C)ccc2o1 (stereo unspecified),7%,-8%,-9%,2%,-1%,7%,0%,3%

# From PubChem BioAssay

# Not a hit list (roughly 8.5% active in at least one column).
